Bioassay records from PubChem BioAssay.
Myeloid diff 2 – induction of myeloid progenitor differentiation, primary screen, cell-based, flow cytometry, MLPCN library; calls only at 10 µM; ER-HoxA9 myeloid progenitors, lysozyme-GFP differentiation; actives 1% (n = 360,000);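 active = normalized GFP-positive differentiation at or above the plate's own cutoff, the solvent-only control mean plus 3 SD; inconclusive = no clear call, values can overlap the other calls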;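 note: cells exposed to compound for four days before flow analysis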
RSV antiviral HEp-2 – RSV antiviral activity via CPE protection, HEp-2 cells, primary 10 µM value included (AID 2391); actives 0.13% (n = 310,000); HEp-2 cells, RSV-induced CPE inhibition; higher % means a stronger effect; one-dose CPE inhibition, % at 10 µM; IC50 in µM for titrated hits; in the data active = a potency from the dose series; inconclusive = CPE inhibition mostly from about 23% at the one dose, without a potency; inactive = the rest, 99 in 100 with CPE inhibition below about 21%; note: strong numbers were not always called active
PhoP inhibition – inhibitors of PhoP regulon expression, primary screen, Salmonella Typhimurium, GFP reporter (AID 1863). S. Typhimurium PhoP-regulated promoter GFP reporter, 4 h; higher % means a stronger effect. inhibition, % at 50 µM, or IC50 in µM where a hit was titrated. actives 0.16% (n = 300,000);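 active = inhibition over 29.93%, a cutoff 3 SD above the screen mean, later confirmed by dose response; inconclusive = inhibition over 29.93% but no dose response follow-up; inactive = inhibition at most 29.93% or unconfirmed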;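 note: 0% = low Mg2+ inducing control and 100% = high Mg2+ repressing control; strong numbers were not always called active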
XIAP antagonists – XIAP antagonists, biochemical, IAP family, fluorescence polarization (AID 1018). E3 ubiquitin-protein ligase XIAP (Homo sapiens). XIAP BIR domain, fluorescence polarization peptide displacement; higher % means a stronger effect. one-dose displacement, % at 20 µM; IC50 in µM for titrated hits. actives 0.007% (n = 200,000); in the data active = displacement above about 50%; note: a part of the inactive calls stands beside numbers as strong as those of hits
PMI inhibition – human PMI inhibitors, high substrate, primary screen, biochemical, fluorescence intensity, high mannose 6-phosphate (AID 1220); Mannose-6-phosphate isomerase (Homo sapiens); recombinant PMI enzyme, coupled fluorescence intensity; higher % means a stronger effect; inhibition, % at 20 µM, or IC50 in µM where a hit was titrated; actives 0.66% (n = 190,000)
WT yeast gro inh – growth inhibition of WT strain, primary screen, mitochondrial fusion inhibitor project, WT and mutant strains, chemical genetic. mitochondrial fusion phenotypic screen. inhibition, % at 10 µM. actives 2.1% (n = 190,000). AID 1362, 2008; in the data active = inhibition above about 58%; tested in S. cerevisiae
SIAH1 antagonists – Siah-1 peptide-binding antagonists, primary screen, biochemical, fluorescence polarization, rhodamine-plectin, uHTS (AID 1817); Siah-1 / rhodamine-plectin peptide fluorescence polarization; higher % means a stronger effect; one-dose displacement, % at 20 µM; IC50 in µM for titrated hits; actives 0.02% (n = 290,000);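 active = displacement of at least 50% at 20 µM, with a fluorescence ratio check between 0.3 and a set limit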;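 note: plate controls were Siah plus tracer with DMSO for no effect and tracer alone without Siah for full effect; strong numbers were not always called active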
human PMI inhibition – inhibitors of human PMI, primary screen, biochemical, fluorescence intensity, coupled assay (AID 1209) | purified PMI enzyme, coupled fluorescence intensity; higher % means a stronger effect | inhibition, % at 20 µM, or IC50 in µM where a hit was titrated | actives 0.42% (n = 190,000) | Mannose-6-phosphate isomerase (Homo sapiens);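 note: plate controls were DMSO vehicle for no effect and wells lacking substrate for full effect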
TNAP activators – human TNAP enzyme activators, primary screen, biochemical, luminescent, no phosphate acceptor, uHTS (AID 1001). purified TNAP, luminescent activation assay, no phosphate acceptor; higher activation fold means a stronger effect. activation fold at 20 µM, or EC50 in µM where a hit was titrated. actives 0.03% (n = 200,000); in the data active = activation fold from about 3, or a potency from the dose series; inactive = the rest, 99 in 100 with activation fold below about 1.6; note: many of its hits are not listed in these tables
WT yeast gro inh mutant strain – also measured in WT yeast gro inh; calls as there; inhibition, %; mitochondrial fusion phenotypic screen, mutant strain inhibition
Myeloid diff 2 GFP+ MAC1+ % – further read-out of Myeloid diff 2, marked with its call; GFP+ MAC1+ double positive, %; measured here: differentiation confirmed by MAC1 staining
Numbers without * were called inactive; i = inactive; ? = inconclusive; / = no result given. Cut-off read from the data, not from the text of the source, unless noted: active = inhibition above about 50%; inactive = the rest.

SMILES	Myeloid diff 2	Myeloid diff 2 GFP+ MAC1+ %	RSV antiviral HEp-2	PhoP inhibition	XIAP antagonists	PMI inhibition	WT yeast gro inh	WT yeast gro inh mutant strain	SIAH1 antagonists	human PMI inhibition	TNAP activators
CCCCC(=O)Nc1ncc([N+](=O)[O-])s1	i	0.4	5.7%	4%	-2.9%	-4%	0	-3	-3%	-4%	1
Nc1ccc(Cc2ccccn2)cc1	i	0.2	-1.4%	-4%	-8.2%	12%	-7	-5	26%	7%	1.1
CCCn1c2ccccc2c2cn[nH]c(=O)c21	i	1.0	11%	-5%	/	/	/	/	-4%	/	/
CCC(Sc1ncccn1)C(=O)Nc1cc(C)on1 (stereo not given)	i	0.7	1.6%	1%	0.8%	-8%	2	-6	0%	-6%	1.1
Fc1ccc(N2CCN(c3cnc4ccccc4n3)CC2)cc1	i	0.4	10%	9%	/	/	/	/	0%	/	/
Cc1nnc(SCC(=O)Nc2nc(C(C)(C)C)cs2)s1	i	1.6	22%	12%	-6.3%	9%	-2	1	4%	3%	1.1
C=CCN1c2ccccc2[C@]23C[C@@H](C(=O)OC)N(C(=O)CC(C)C)C2=NC(C(=O)OC)=C(C(=O)OC)[C@H]13	i	2.4	-2.2%	-2%	/	/	/	/	4%	/	/
CC(C)(C)NC(NC(=O)Cc1ccccc1)C(Cl)(Cl)Cl (stereo not given)	i	1.2	0.3%	11%	1.1%	-2%	-11	-2	5%	1%	1.1
O=C(CSc1cccc2cccc(Cl)c12)OCC(=O)N1CCN(C(=O)c2ccco2)CC1	i	2.8	2.5%	3%	-4.0%	12%	/	/	0%	17%	1.1
Cc1nc2c(cc1C(=O)N/N=C/c1ccc(O)c(O)c1)c(=O)n(C)c(=O)n2C	i	0.2	1.3%	0%	-6.9%	0%	-1	8	2%	32%	0.6
CC(C)(C)N1CC(c2nc3ccccc3n2Cc2ccc(Cl)cc2)CC1=O (stereo not given)	i	2.3	0.9%	10%	-22%	5%	21	5	1%	13%	1
COc1ccc(NC(=O)CSc2nc(NS(=O)(=O)c3ccc(C)cc3)cc(=O)[nH]2)cc1	i	2.3	16%	13%	-2.9%	9%	-3	9	6%	15%	1.1
Cc1nc(NC(=O)CN(C)S(=O)(=O)c2ccc(Br)cc2)sc1C	i	0.4	-1.9%	-12%	-1.8%	2%	6	4	0%	4%	1.1
CCOC(=O)c1[nH]c(C)c(/C(O)=C2\C(=O)C(=O)N(CCCN(C)C)C2c2ccncc2)c1C (stereo not given)	/	/	/	4%	-5.5%	3%	-3	-16	7%	0%	1.1
CC(C)CC(COCc1cccc(Cl)c1)N1CCN(C(=O)c2cccc(C(F)(F)F)c2)CCC1=O (stereo not given)	i	0.3	5.4%	0%	-1.3%	-3%	43	13	-10%	-3%	1.1
COC(=O)C1=C(C)Nc2nnnn2C1c1cccs1 (stereo not given)	i	2.9	0.2%	-12%	-5.0%	4%	5	-5	-5%	5%	1.1
COc1cc(OC)c(/C=N/NC(=O)COc2cccc3cccnc23)c(OC)c1	i	0.8	7.4%	-3%	/	/	/	/	0%	/	/
Cc1cc(C(=O)c2ccccc2)c(NC(=O)CCl)s1	i	0.2	-1.6%	14%	-3.5%	5%	1	-6	7%	19%	1.2
Fc1ccccc1Cc1noc(CN2CCN(C/C=C/c3ccccc3)CC2)n1	i	0.2	0.8%	3%	-1.8%	12%	20	14	-6%	11%	1
CNS(=O)(=O)c1cn(CC(=O)NCc2ccc(OC)cc2)cc1S(=O)(=O)NC	i	0.5	0.5%	-5%	/	/	/	/	-1%	/	/
CC(C)CCC(C)NC(=O)Cc1ccc(S(=O)(=O)N2CCOCC2)s1 (stereo not given)	i	1.3	2.2%	-3%	/	/	/	/	1%	/	/
COc1ccc(NC(=O)NC23CC4(C)CC(C)(CC(C)(C4)C2)C3)cc1OC	i	0.5	1.3%	0%	-5.4%	13%	25	5	12%	21%	1.2
NNC(=O)C1CC1c1ccccc1 (stereo not given)	i	0.8	1.0%	-14%	-0.9%	0%	2	-2	-5%	2%	1.1
CC(C)(C)C(=O)C(Cc1ccccc1)n1cncn1 (stereo not given)	i	1.2	0.9%	-9%	-6.1%	0%	7	19	3%	0%	1.1
O=C(c1cc(-c2cccs2)nc2ccccc12)N1CCN(S(=O)(=O)c2ccccc2)CC1	?	/	8.1%	-4%	-4.8%	11%	-7	-4	-1%	17%	1
Cn1c(N)c(C(=O)NCc2ccccc2)sc1=S	i	0.9	1.3%	-9%	-3.5%	7%	14	21	2%	12%	1
O=C(NNC(=O)c1cccs1)c1ccc(Cl)cc1	i	0.2	0.4%	6%	-3.7%	0%	-12	-1	2%	4%	1.1
COc1ccc(/C=N/NC(=O)c2nnn(-c3nonc3N)c2-c2cccs2)cc1OC	i	1.4	-1.9%	14%	/	/	/	/	6%	/	/
COc1ccc(S(=O)(=O)NCCc2ccc(F)cc2)cc1	i	1.2	2.3%	4%	-4.1%	5%	6	8	4%	9%	1.1
Cc1cc(C(=O)CN2C(=O)NC(CC(C)C)C2=O)c(C)n1-c1ccccc1F (stereo not given)	i	0.5	2.8%	-6%	-11%	-4%	-18	-5	-5%	-21%	1.1
O=C(Nc1cccc([N+](=O)[O-])c1)c1cc2ccccc2cc1O	i	0.0	12%	-14%	/	/	/	/	39%	/	/
CCOC(=O)CC(=O)CSc1nc(C)cc(-c2cccnc2)c1C#N	i	3.5	-1.2%	-2%	1.6%	4%	1	-4	2%	6%	1.2
CC(=O)Nc1ccc(S(=O)(=O)NCC2CCC(C(=O)NC(C)c3ccccc3)CC2)cc1 (stereo not given)	i	0.3	-1.2%	7%	-2.9%	5%	-2	-16	8%	6%	1.2
c1ccc(Cn2c(CSc3nnnn3-c3ccccc3)nc3ccccc32)cc1	i	6.8	-0.1%	-4%	-0.4%	5%	7	4	-1%	-2%	1.1
CC(SC1=NCCN1S(=O)(=O)c1ccc(F)cc1)c1ccccc1 (stereo not given)	i	0.9	5.9%	0%	/	/	/	/	2%	/	/
O=c1cc(-c2ccc(O)cc2)oc2c([C@@H]3O[C@H](CO)[C@@H](O)[C@H](O)[C@H]3O)c(O)c([C@@H]3O[C@H](CO)[C@@H](O)[C@H](O)[C@H]3O)c(O)c12	i	1.6	1.1%	5%	-14%	13%	10	2	-4%	-1%	1
CC(=O)N(C)c1ccc(NC(=O)Cc2cccs2)cc1	i	0.7	2.0%	-7%	/	/	/	/	-4%	/	/
CCN1CCN(C(=O)C2CCC(CNS(=O)(=O)c3ccccc3)CC2)CC1 (stereo not given)	i	7.7	-3.3%	-2%	-19%	-4%	20	20	1%	-3%	1.1
CCOc1ncccc1C(=O)OCc1cc(=O)oc2c(C)c(C)ccc12	i	0.4	/	-7%	-2.3%	10%	5	3	9%	-6%	1.1
CC(C)c1ccc(S(=O)(=O)NC2CCCC2)cc1	i	0.6	0.6%	10%	/	/	/	/	0%	/	/
CCOc1ccc(OCCC(=O)OCC(=O)Nc2ccc(N3CCOCC3)cc2)cc1	i	1.5	1.5%	3%	/	/	/	/	-1%	/	/
COC(=O)c1cc2ccccc2c(-c2c(O)ccc3ccccc23)c1O	i	0.7	?	15%	-5.0%	24%	77	78	6%	32%	1
Cc1ccc(N(C(=O)Cn2nnc3ccccc32)C(C(=O)NCc2ccco2)c2ccc(C)o2)cc1 (stereo not given)	i	0.8	/	-4%	-2.6%	6%	-19	4	4%	-3%	1.1
CC(C#N)Sc1nnc(Nc2ccccc2)s1 (stereo not given)	i	0.5	2.4%	7%	-4.0%	-12%	3	3	-1%	-5%	1
O=C(NCc1n[nH]c(=S)n1-c1cccc(C(F)(F)F)c1)c1ccco1	i	0.4	0.6%	1%	/	/	/	/	-5%	/	/
CCOC(=O)Cn1cc(/C=C(\C#N)C(=O)N2CCOCC2)c2ccccc21	i	0.1	1.0%	0%	/	/	/	/	-2%	/	/
CCOC(=O)c1c(C)c(C(=O)NCc2cccs2)c(C)n1C	i	1.2	-0.3%	16%	-5.5%	7%	10	3	1%	2%	1.1
N#Cc1cn(CCOc2ccccc2F)c2ccccc12	i	1.6	18%	0%	-13%	5%	42	57	3%	6%	1.1
CCC(=O)Nc1ccc(C(=O)n2nc(C)cc2C)cc1	i	1.7	1.7%	-6%	-0.5%	-12%	-10	-6	3%	-10%	1.1
Cc1ccc(S(=O)(=O)Nc2nc3ccccc3s2)cc1	i	0.5	4.0%	-9%	-3.3%	-7%	-15	-14	8%	-5%	1.3
COc1cccc2cc(-c3ccnc(N)n3)oc12	i	0.2	21%	3%	-3.6%	18%	8	5	0%	13%	1.1
COc1ccc(OC)c(S(=O)(=O)NCCCN2CCCC2=O)c1	i	0.8	1.0%	-6%	/	/	/	/	0%	/	/
Cc1ccccc1-n1c(=O)n(Cc2ccc(C(=O)O)cc2)c(=O)c2[nH]cnc21	i	0.4	0.2%	-5%	/	/	/	/	-3%	/	/
Cc1ccccc1CN1CCN(C(=O)c2ccco2)CC1	i	0.6	1.2%	-3%	/	/	/	/	5%	/	/
COc1ccc(Cl)cc1NC(=S)NCCc1c[nH]c2ccccc12	i	3.6	21%	-12%	-5.5%	8%	-3	10	2%	5%	1.1
Cc1c(C(=O)NCc2ccccn2)sc2nc(-c3ccccc3)cn12	i	2.3	-1.2%	5%	-5.4%	18%	7	-2	-3%	17%	1
CCOc1ccc(C(=O)NCC2(c3ccccc3)CCOCC2)cc1	i	0.5	0.7%	5%	-7.3%	14%	2	0	-1%	10%	1.1

Whole records, looked up by structure.
O=C(c1cc(-c2cccs2)nc2ccccc12)N1CCN(S(=O)(=O)c2ccccc2)CC1 as listed: Myeloid diff 2: ?; Myeloid diff 2 GFP+ MAC1+ %: /; RSV antiviral HEp-2: 8.1%; PhoP inhibition: -4%; XIAP antagonists: -4.8%; PMI inhibition: 11%; WT yeast gro inh: -7; WT yeast gro inh mutant strain: -4; SIAH1 antagonists: -1%; human PMI inhibition: 17%; TNAP activators: 1
COc1ccc(S(=O)(=O)NCCc2ccc(F)cc2)cc1 as listed: Myeloid diff 2: i; Myeloid diff 2 GFP+ MAC1+ %: 1.2; RSV antiviral HEp-2: 2.3%; PhoP inhibition: 4%; XIAP antagonists: -4.1%; PMI inhibition: 5%; WT yeast gro inh: 6; WT yeast gro inh mutant strain: 8; SIAH1 antagonists: 4%; human PMI inhibition: 9%; TNAP activators: 1.1
Cc1nc2c(cc1C(=O)N/N=C/c1ccc(O)c(O)c1)c(=O)n(C)c(=O)n2C as listed: Myeloid diff 2: i; Myeloid diff 2 GFP+ MAC1+ %: 0.2; RSV antiviral HEp-2: 1.3%; PhoP inhibition: 0%; XIAP antagonists: -6.9%; PMI inhibition: 0%; WT yeast gro inh: -1; WT yeast gro inh mutant strain: 8; SIAH1 antagonists: 2%; human PMI inhibition: 32%; TNAP activators: 0.6
